aDG glyco act: increases alpha dystroglycan glycosylation; Pro5-aDG cells, alpha-DG glycosylation AlphaScreen (IIH6); 0% Pro5, 100% B10-LARGE cell signal; activation, % at 10 µM; actives 0.22% (n = 360,000);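 active = activation of at least 8% versus controls, or a plate z-score of at least 8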;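 note: Pro5 are CHO cells carrying HIG-tagged alpha-DG that lacks glycosylation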
hiPSC survival: enhancers of human iPSC single-cell survival; hiPSC single-cell survival, ATPlite luminescence; 100% = ROCK inhibitor wells, 0% = DMSO; survival enhancement, % at 20 µM; actives 0.044% (n = 360,000); in the data active = survival enhancement above about 18%;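 note: cells exposed to compounds for 16 hours before the ATP read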
TWEAK-Fn14 inh: TWEAK-Fn14 signaling inhibition; AID 1159606; TWEAK-stimulated Fn14 reporter cells, luciferase luminescence, 8 h; inhibition, % at 10 µM; actives 2% (n = 360,000); in the data active = inhibition above about 50%
CF NFkB block: blocks PAF-induced NF-kB reporter in cystic fibrosis cells; KKLEB NF-kB-GFP reporter, GFP fluorescence overnight; inhibition, % at 5 µM; actives 0.86% (n = 360,000); AID 588850;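 active = at least 50% inhibition at 5 µM, scaled per plate between neutral and stimulator controls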;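 note: PAF is a Pseudomonas aeruginosa culture filtrate used as stimulus; plate controls were PAF-stimulated DMSO wells for no effect and unstimulated DMSO wells for full effect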
Shn3 inh set2: reduces Shn3 3'UTR luciferase signal in osteoblasts | Clone20 osteoblast Shn3 3'UTR firefly luciferase, 24 h | inhibition, % at 12.5 µM | actives 0.52% (n = 360,000) | AID 588674;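 active = mean inhibition of at least 75% with every replicate also reaching 75%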;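 note: 0% = median of neutral control wells and 100% = pilot-screen positive control compound; some compounds past the cut are filed as inactive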
HIF-2a inh: inhibitors of HIF-2a. 786-0 RCC cells HIF-2a reporter, luciferase luminescence, overnight. inhibition, % at 18.8 µM. actives 0.72% (n = 360,000);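 active = inhibition of the luminescence signal of 40% or more relative to plate controls, in a single-dose primary screen at 18.75 µM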
NR2E3 ag-1: agonists of human nuclear receptor NR2E3. Q9Y5X4. GST-NR2E3/biotin-RetCOR TR-FRET, 1536-well. inhibition of corepressor binding, % at 4.78 µM. actives 0.12% (n = 320,000). AID 2300;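 active = percent inhibition above the cutoff of mean plus 3 SD of all tested compounds, set per screening campaign, cut at about 20% in these data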;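 note: 0% = DMSO wells and 100% = biotin wells as full block of FRET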
Target sequence (Q9Y5X4 whole entry, looked up): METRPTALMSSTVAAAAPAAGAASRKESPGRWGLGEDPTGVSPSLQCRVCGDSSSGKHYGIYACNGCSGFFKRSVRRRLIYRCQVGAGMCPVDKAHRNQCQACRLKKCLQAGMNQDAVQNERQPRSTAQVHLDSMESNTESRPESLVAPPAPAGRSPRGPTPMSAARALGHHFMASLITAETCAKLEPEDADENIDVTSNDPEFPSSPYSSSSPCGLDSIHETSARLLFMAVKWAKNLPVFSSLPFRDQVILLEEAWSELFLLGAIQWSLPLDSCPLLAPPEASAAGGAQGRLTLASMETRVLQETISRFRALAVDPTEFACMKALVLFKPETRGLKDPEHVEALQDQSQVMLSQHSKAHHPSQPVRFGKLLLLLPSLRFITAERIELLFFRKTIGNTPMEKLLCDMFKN
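System: GST-tagged NR2E3 plus biotinylated RetCOR corepressor; Buffer or medium: pH 7.5 Tris-based buffer; Probe or stimulus: RetCOR corepressor, biotinylated, 7 nM; Doses: compound at 4.8 µM, single dose; Schedule: 5 h incubation at 4 °C; Technique: time-resolved FRET; Evaluation: percent inhibition of TR-FRET ratio; Replication: one well per compound, singlicate testing.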
KKLEB tox: reduces viability of KKLEB cystic fibrosis airway cells; activity change (cytotoxicity), % at 5 µM; actives 0.36% (n = 360,000); KKLEB CF airway cells viability, ATPlite luminescence, overnight; active compounds read low; cells stimulated with P. aeruginosa culture filtrate;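 active = corrected activity change at or below -50% at 5 µM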
Peg3 promoter: inhibitors of Peg3 promoter; HeLa PEG-Prom luciferase reporter, luminescence, overnight; inhibition, % at 20 µM; actives 1.7% (n = 360,000); AID 588405;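 active = inhibition of at least 50% at 20 µM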
TRPM1 prom inh: MITF TRPM1 promoter inhibition in SK-MEL-5 cells | SK-MEL-5 TRPM1 promoter luciferase, 24 h | inhibition, % at 12.5 µM | actives 0.83% (n = 330,000);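 active = mean inhibition across replicates of 60% or more, whatever share of single replicates reaches that level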; note: values of inactives mirror those of a sister screen read the other way
NR2E3 ag-2: agonists of human NR2E3 nuclear receptor | CHO-S Gal4-NCOR/VP16-NR2E3 two-hybrid, luciferase | inhibition of corepressor binding, % at 3.98 µM | actives 0.35% (n = 360,000) | AID 602229;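 active = inhibition above the mean of all tested compounds plus 3 SD, cut at about 70% in these data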;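 note: 0% = DMSO with NR2E3 transfected cells and 100% = cells lacking NR2E3 construct; higher means lower luciferase signal from less NR2E3 corepressor binding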
An asterisk follows results filed as active. An unsorted share of the library; 4.4% or so of the library scored in one or more.

Screening O=C(NCC1CCCO1)c1ccc2c(=O)n(CCc3ccccc3)c(=O)[nH]c2c1 (centres undefined) returned aDG glyco act 0.7, hiPSC survival 0.0, TWEAK-Fn14 inh 14, CF NFkB block -13, Shn3 inh set2 -2, HIF-2a inh -7, NR2E3 ag-1 3, KKLEB tox -5, Peg3 promoter -30, TRPM1 prom inh -1 and NR2E3 ag-2 0.
For CSc1ccc(S(=O)(=O)NCC(=O)OCC(=O)N(Cc2ccccc2)C(C)C)cc1[N+](=O)[O-] the results were aDG glyco act -0.1, hiPSC survival -0.1, TWEAK-Fn14 inh 1, CF NFkB block 2, Shn3 inh set2 -4, HIF-2a inh 8, NR2E3 ag-1 1, KKLEB tox 1, Peg3 promoter 0, TRPM1 prom inh 4 and NR2E3 ag-2 2.
Screening Cc1ccc(/C(N)=N/OC(=O)c2ccco2)cc1 returned aDG glyco act -0.1, hiPSC survival -2.7, TWEAK-Fn14 inh 36, CF NFkB block -11, Shn3 inh set2 -49, HIF-2a inh -234, NR2E3 ag-1 -3, KKLEB tox 2, Peg3 promoter -233, TRPM1 prom inh -6 and NR2E3 ag-2 -132.
Screening Cc1cc(C(F)F)n2ncc(C(=O)O)c2n1 returned aDG glyco act -0.1, hiPSC survival 1.5, TWEAK-Fn14 inh -2, CF NFkB block 0, Shn3 inh set2 -6, HIF-2a inh 4, NR2E3 ag-1 -1, KKLEB tox 0, Peg3 promoter -2, TRPM1 prom inh 3 and NR2E3 ag-2 -6.
`O=C(Oc1ccc2c3c(c(=O)oc2c1)CCC3)c1ccco1` gave aDG glyco act 0.0, hiPSC survival -2.3, TWEAK-Fn14 inh -17, CF NFkB block -8, Shn3 inh set2 -20, HIF-2a inh -39, NR2E3 ag-1 0, KKLEB tox 1, Peg3 promoter -34, TRPM1 prom inh -2 and NR2E3 ag-2 -12.
Screening CC(=O)Oc1ccc(-c2csc(Nc3ccccn3)n2)cc1 returned aDG glyco act 0.1, hiPSC survival -1.5, TWEAK-Fn14 inh 26, CF NFkB block -33, Shn3 inh set2 -87, HIF-2a inh -252, KKLEB tox -5, Peg3 promoter -270 and NR2E3 ag-2 -92.
`O=C(NCc1ccco1)c1ccc(C(=O)NCc2ccco2)s1` gave aDG glyco act 0.0, hiPSC survival -1.3, TWEAK-Fn14 inh 5, CF NFkB block 14, Shn3 inh set2 -9, HIF-2a inh -3, NR2E3 ag-1 1, KKLEB tox -10, Peg3 promoter -12, TRPM1 prom inh -8 and NR2E3 ag-2 -8.
`COc1ccc(/C(N)=N/OC(=O)Cc2ccccc2[N+](=O)[O-])cc1` gave aDG glyco act 0.1, hiPSC survival -1.1, TWEAK-Fn14 inh -16, CF NFkB block 10, Shn3 inh set2 81, HIF-2a inh -33, NR2E3 ag-1 -2, KKLEB tox -11, Peg3 promoter -39, TRPM1 prom inh -1 and NR2E3 ag-2 -4.
Screening O=C(NN=Cc1ccccc1OC(F)F)c1cccc(S(=O)(=O)N2CCCC2)c1 returned aDG glyco act 0.0, hiPSC survival 0.6, TWEAK-Fn14 inh 8, CF NFkB block -22, Shn3 inh set2 -12, HIF-2a inh 12, KKLEB tox 8, Peg3 promoter 16, TRPM1 prom inh 7 and NR2E3 ag-2 -14.
`O=C(NCc1cccc(Br)c1)c1cc(-c2ccccc2)nn1CC1CC(c2cccc([N+](=O)[O-])c2)=NO1` (centres undefined) gave aDG glyco act 0.3, hiPSC survival 5.1, TWEAK-Fn14 inh 4, CF NFkB block -2, Shn3 inh set2 65, HIF-2a inh 7, NR2E3 ag-1 2, KKLEB tox -10, Peg3 promoter 2, TRPM1 prom inh -5 and NR2E3 ag-2 3.
COc1ccc(CCNC(=O)COC(=O)c2cncc(Br)c2)cc1OC was read as aDG glyco act -0.1, hiPSC survival -0.5, TWEAK-Fn14 inh -6, CF NFkB block 0, Shn3 inh set2 -5, HIF-2a inh 3, KKLEB tox 2, Peg3 promoter -2, TRPM1 prom inh -1 and NR2E3 ag-2 -13.
O=C(NCCOC(=O)c1ccc([N+](=O)[O-])cc1)c1cccnc1 was read as aDG glyco act 0.2, hiPSC survival -1.4, TWEAK-Fn14 inh 0, CF NFkB block -12, Shn3 inh set2 3, HIF-2a inh 8, NR2E3 ag-1 0, KKLEB tox -1, Peg3 promoter 4, TRPM1 prom inh 4 and NR2E3 ag-2 -16.

Next part, starting with the last 2 of the part before.
COc1ccc(CCNC(=O)COC(=O)c2cncc(Br)c2)cc1OC was read as aDG glyco act -0.1, hiPSC survival -0.5, TWEAK-Fn14 inh -6, CF NFkB block 0, Shn3 inh set2 -5, HIF-2a inh 3, KKLEB tox 2, Peg3 promoter -2, TRPM1 prom inh -1 and NR2E3 ag-2 -13.
O=C(NCCOC(=O)c1ccc([N+](=O)[O-])cc1)c1cccnc1 was read as aDG glyco act 0.2, hiPSC survival -1.4, TWEAK-Fn14 inh 0, CF NFkB block -12, Shn3 inh set2 3, HIF-2a inh 8, NR2E3 ag-1 0, KKLEB tox -1, Peg3 promoter 4, TRPM1 prom inh 4 and NR2E3 ag-2 -16.
Cc1ccc(C(=O)CC(c2cccs2)S(=O)(=O)c2ccc(C)cc2)cc1 (centres undefined) was read as aDG glyco act -0.1, hiPSC survival -2.0, TWEAK-Fn14 inh -21, CF NFkB block -13, Shn3 inh set2 -58, HIF-2a inh -183, NR2E3 ag-1 -3, KKLEB tox -15, Peg3 promoter -226, TRPM1 prom inh -69 and NR2E3 ag-2 -13.
`Cc1ccc(C(c2sc3nc(C)nn3c2O)N2CC(C)OC(C)C2)cc1` (centres undefined) gave aDG glyco act -0.4, hiPSC survival -0.9, TWEAK-Fn14 inh 5, CF NFkB block -14, Shn3 inh set2 -8, HIF-2a inh 15, NR2E3 ag-1 -2, KKLEB tox 8, Peg3 promoter 1, TRPM1 prom inh 4 and NR2E3 ag-2 -11.
Screening COC(=O)c1ccccc1NC(=S)N1CCN(c2ccc(OC)cc2)CC1 returned aDG glyco act 0.0, hiPSC survival -0.5, TWEAK-Fn14 inh 7, CF NFkB block 16, HIF-2a inh 8, NR2E3 ag-1 1, KKLEB tox -21, Peg3 promoter 20, TRPM1 prom inh 5 and NR2E3 ag-2 -6.
For CSCc1ccc(C(=O)Nc2cccc(C)c2C)cc1 the results were aDG glyco act 0.4, hiPSC survival -2.0, TWEAK-Fn14 inh -15, CF NFkB block -18, Shn3 inh set2 -36, HIF-2a inh -117, NR2E3 ag-1 -1, KKLEB tox 2, Peg3 promoter -188, TRPM1 prom inh -111 and NR2E3 ag-2 -36.
CCOCCCNC(=O)c1ccc(NC(=O)C2=CSCCO2)cc1 was read as aDG glyco act 0.1, hiPSC survival 0.1, TWEAK-Fn14 inh -9, CF NFkB block -8, Shn3 inh set2 -17, HIF-2a inh -22, NR2E3 ag-1 0, KKLEB tox 9, Peg3 promoter -13, TRPM1 prom inh -22 and NR2E3 ag-2 -22.
Screening O=C1/C(=C/c2ccccn2)SC(=S)N1Nc1ncc(C(F)(F)F)cc1Cl returned aDG glyco act 0.0, hiPSC survival 3.7, TWEAK-Fn14 inh 6, CF NFkB block -35, Shn3 inh set2 85, HIF-2a inh -15, KKLEB tox 12, Peg3 promoter 9, TRPM1 prom inh 5 and NR2E3 ag-2 7.
For CCCCNC(=S)Nc1ccc(C(F)(F)F)cc1 the results were aDG glyco act 0.2, hiPSC survival 0.3, TWEAK-Fn14 inh -16, CF NFkB block 11, Shn3 inh set2 9, HIF-2a inh -115, NR2E3 ag-1 0, KKLEB tox -9, Peg3 promoter -55, TRPM1 prom inh -24 and NR2E3 ag-2 -15.
O=C(CCN1C(=O)c2ccccc2S1(=O)=O)Nc1ccc(F)c(F)c1F was read as aDG glyco act -0.2, hiPSC survival -0.5, TWEAK-Fn14 inh -12, CF NFkB block 0, Shn3 inh set2 0, HIF-2a inh -10, NR2E3 ag-1 1, KKLEB tox -1, Peg3 promoter 2, TRPM1 prom inh -10 and NR2E3 ag-2 19.
Screening CC(=O)c1nnn(-c2nc(N)nc(N(c3ccccc3)c3ccccc3)n2)c1C returned aDG glyco act 0.0, hiPSC survival 3.6, TWEAK-Fn14 inh 34, CF NFkB block -8, Shn3 inh set2 -15, HIF-2a inh 6, NR2E3 ag-1 0, KKLEB tox 10, Peg3 promoter 23, TRPM1 prom inh 9 and NR2E3 ag-2 -1.
Screening COc1ccc(-c2cc(=O)c3c(OC)c(OC)c(OC)c(OC)c3o2)cc1OC returned aDG glyco act -0.1, hiPSC survival 2.1, TWEAK-Fn14 inh -2, CF NFkB block 16, Shn3 inh set2 -4, HIF-2a inh -3, NR2E3 ag-1 0, KKLEB tox 26, Peg3 promoter 34, TRPM1 prom inh 5 and NR2E3 ag-2 14.
`O=C(Nc1nnc(C2=COCCO2)o1)C1CCCCC1` gave aDG glyco act 0.0, hiPSC survival -0.2, TWEAK-Fn14 inh -18, CF NFkB block -6, Shn3 inh set2 15, HIF-2a inh 12, NR2E3 ag-1 3, KKLEB tox -4, Peg3 promoter 0, TRPM1 prom inh 6 and NR2E3 ag-2 -3.
`O=C(CSc1nnc(-c2ccncc2)o1)c1ccc2c(c1)OCCO2` gave aDG glyco act -0.3, hiPSC survival -2.6, TWEAK-Fn14 inh -12, CF NFkB block 14, Shn3 inh set2 -22, HIF-2a inh -2, NR2E3 ag-1 -3, KKLEB tox -11, Peg3 promoter -13, TRPM1 prom inh 6 and NR2E3 ag-2 -26.
O=C(COc1ccc(S(=O)(=O)N2CCOCC2)cc1)Nc1ccccc1C(F)(F)F was read as aDG glyco act -0.3, hiPSC survival -1.3, TWEAK-Fn14 inh -2, CF NFkB block 2, Shn3 inh set2 14, HIF-2a inh 14, NR2E3 ag-1 5, KKLEB tox 8, Peg3 promoter 5, TRPM1 prom inh 8 and NR2E3 ag-2 -15.
`CCc1nc(SCC(=O)Nc2c(C)n(C)n(-c3ccccc3)c2=O)n[nH]1` gave aDG glyco act -0.2, hiPSC survival -1.6, TWEAK-Fn14 inh 9, CF NFkB block 2, Shn3 inh set2 -13, HIF-2a inh 20, NR2E3 ag-1 3, KKLEB tox -6, Peg3 promoter 0, TRPM1 prom inh -8 and NR2E3 ag-2 2.
Screening O=C(Nc1ccnn1C1CCN(C2CCCC2)CC1)c1ccccc1 returned aDG glyco act 0.2, hiPSC survival 0.1, TWEAK-Fn14 inh -7, CF NFkB block 14, Shn3 inh set2 -4, HIF-2a inh 19, NR2E3 ag-1 2, KKLEB tox -7, Peg3 promoter 2, TRPM1 prom inh 0 and NR2E3 ag-2 -24.
Screening O=C(Nc1nc2c(s1)CCCC2)c1cccs1 returned aDG glyco act -0.1, hiPSC survival -1.8, TWEAK-Fn14 inh 57*, CF NFkB block -2, Shn3 inh set2 -19, HIF-2a inh -158, NR2E3 ag-1 -3, KKLEB tox -7, Peg3 promoter -168, TRPM1 prom inh -39 and NR2E3 ag-2 -161.
Screening Cc1cccn2c(=O)c3cc(C(=O)NC4CCCCC4)c(=N)n(CCN4CCOCC4)c3nc12 returned aDG glyco act 0.4, hiPSC survival 0.6, TWEAK-Fn14 inh 1, CF NFkB block -20, Shn3 inh set2 -9, HIF-2a inh 0, NR2E3 ag-1 4, KKLEB tox -2, Peg3 promoter -12, TRPM1 prom inh -14 and NR2E3 ag-2 -9.
